VIM-2 inh: VIM-2 metallo-beta-lactamase inhibitors, primary screen, biochemical, epi-absorbance readout, Pseudomonas aeruginosa enzyme. purified VIM-2, nitrocefin hydrolysis, epi-absorbance fluorescence. inhibition, % at 5.6 µM. hit rate 0.89% among 290,000;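 active = inhibition above the mean of all tested compounds plus 3 SD, cutoff set per screening run, cut at about 7.5% in these data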;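 also: red hydrolysis product quenches plate fluorescence so inhibitors raise well fluorescence; 0% = enzyme with DMSO and 100% = DMSO without enzyme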
IMP-1 inh: IMP-1 metallo-beta-lactamase inhibitors, primary screen, biochemical, epi-absorbance readout, Pseudomonas aeruginosa enzyme. AID 1556, 2009. metallo-beta-lactamase IMP-1 (Pseudomonas aeruginosa). purified IMP-1, nitrocefin hydrolysis, epi-absorbance fluorescence. hit rate 0.45% among 290,000. inhibition, % at 5.6 µM;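 active = inhibition above the mean plus 3 SD of all compounds in the same screening run, cut at about 4.5% in these data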;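 also: 0% = IMP-1 with DMSO and 100% = DMSO wells lacking enzyme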
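System: Purified recombinant IMP-1 metallo-beta-lactamase enzyme | Measured by: Fluorescence quenching readout, ex 480/em 530 nm | Replication: Singlicate | Incubation: 15 min preincubation plus 25 min reaction at 25 °C | Evaluation: Percent inhibition from optical density relative to buffer-blank wells | Benchmarks: DMSO with and without IMP-1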
GPR7 antag: GPR7 receptor antagonists, primary screen, cell-based, fluorescence, single concentration | Neuropeptides B/W receptor type 1 (Homo sapiens), P48145 | GPR7-expressing cells, fluorescence antagonist assay | inhibition, % at 4.4 µM | hit rate 1.1% among 290,000 | AID 1861, 2009; in the data active = inhibition above about 16%, passing the limit was not always enough;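 also: cells stimulated with the agonist NPW; 0% = agonist with vehicle and 100% = vehicle without agonist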
Target sequence (P48145 whole entry, looked up): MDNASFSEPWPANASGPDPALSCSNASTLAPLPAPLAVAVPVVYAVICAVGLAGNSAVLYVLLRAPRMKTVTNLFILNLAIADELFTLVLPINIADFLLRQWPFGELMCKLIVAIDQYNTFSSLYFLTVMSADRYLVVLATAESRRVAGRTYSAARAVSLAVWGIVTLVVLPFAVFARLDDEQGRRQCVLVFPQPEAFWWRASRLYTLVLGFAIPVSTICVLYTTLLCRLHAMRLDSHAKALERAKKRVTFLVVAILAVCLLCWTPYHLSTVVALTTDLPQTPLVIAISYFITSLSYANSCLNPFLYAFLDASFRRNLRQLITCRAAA
NALP1 yeast inh: NALP1 inflammasome inhibitors in reconstituted yeast, colorimetric, S. cerevisiae, triplicate retest | S. cerevisiae NALP1/ASC/caspase-1 growth, X-gal OD620, 72 h | inhibition, % at 10 µM | hit rate 0.61% among 280,000; in the data active = inhibition mostly above about 24%, no sharp cut-off; inactive = mostly below about 32%; also: some compounds called inactive have numbers as strong as hits
pCIP destab: p/CIP-EGFP fusion destabilizers, primary screen, fluorescence, F442A cells; hit rate 0.01% among 290,000; 16 h; Q05BA5; decrease of EGFP signal, % at 10 µM;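 active = EGFP signal decrease of at least 30% at 10 µM or well 3 SD below plate mean, unless failing retest; inactive = the rest, including hits failing retest or dose response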; also: some compounds called inactive have numbers as strong as hits; many of its hits are not listed in these tables
M18AAP inhibitor: PfM18AAP inhibitors, malaria aminopeptidase, primary screen, biochemical, QFRET, recombinant enzyme; H-Glu-NHMec fluorogenic cleavage; inhibition, % at 7.35 µM; hit rate 1.2% among 290,000;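 active = inhibition above the campaign mean inhibition over all tested compounds plus 3 SD, cut at about 28% in these data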;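 also: 0% = plate median of test compound wells and 100% = 2 mM ZnCl2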
IDE cell inh: human IDE inhibitors in live cells, primary screen, fluorescence polarization, HEK cells, FAbetaB substrate; FAbetaB cleavage; Insulin-degrading enzyme (Homo sapiens), P14735; hit rate 0.41% among 320,000; inhibition, % at 5.59 µM;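 active = percent inhibition above the average of all tested compounds plus 3 SD, set per screening campaign, cut at about 16% in these data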;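 also: IDE supplied by intact live HEK cells; FP after avidin binding of uncleaved biotin substrate so inhibition keeps polarization high; 0% = DMSO wells and 100% = 60 µM reference IDE inhibitor Ii1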
PHOSPHO1 block: PubChem AID 1565; Phosphoethanolamine/phosphocholine phosphatase (Homo sapiens), Q8TCT1; recombinant PHOSPHO1, absorbance phosphatase assay; inhibition, % at 13.3 µM; hit rate 1.1% among 290,000; in the data active = inhibition above about 60%
Target sequence (Q8TCT1 whole entry, looked up): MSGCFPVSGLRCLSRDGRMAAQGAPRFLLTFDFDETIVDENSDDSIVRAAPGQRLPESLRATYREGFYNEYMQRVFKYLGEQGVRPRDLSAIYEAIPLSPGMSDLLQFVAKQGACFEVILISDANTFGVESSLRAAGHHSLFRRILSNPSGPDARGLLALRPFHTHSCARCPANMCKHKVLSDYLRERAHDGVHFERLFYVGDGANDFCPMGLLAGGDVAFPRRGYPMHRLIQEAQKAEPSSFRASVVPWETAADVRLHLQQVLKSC
IDE cell activ: human IDE activators in live cells, primary screen, fluorescence polarization, HEK cells, FAbeta-B substrate | Insulin-degrading enzyme (Homo sapiens), P14735 | hit rate 0.073% among 340,000 | activation, % at 5.96 µM | FAbeta-B cleavage; 0% vehicle, 100% cell-free pure enzyme wells;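 active = activation above the mean of all tested compounds plus 3 SD, set per screening campaign, cut at about 17% in these data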
* hit, by the source's call; · = not tested or not shown. Compounds were not picked by outcome; any-hit rate near 5.3%.

1. N=c1oc2ccc(Br)cc2cc1C(=O)NCc1ccc(F)cc1
2. O=C(Oc1ccc(Cl)c2cccnc12)N1CCOCC1
3. COC(=O)Cc1c(C)c2ccc(OCC(=O)N3CCCC(C)C3)c(C)c2oc1=O (stereo unspecified)
4. CC(C)(C)CC(=O)NC(=S)Nc1ccccc1[N+](=O)[O-]
5. CC(C)(C)C(=O)NC(=S)Nc1cccc(C(=O)O)c1
6. CCOc1cc(N2CCOCC2)c(OCC)cc1NC(=O)c1cc(C)nc2ccccc12
7. COc1ccc(CNC(=O)CS(=O)Cc2nc(-c3ccc(C)cc3)oc2C)cc1 (stereo unspecified)
8. O=c1n(-c2cccc(Cl)c2)c(=O)n2n1CCC2
entry no. | 1 | 2 | 3 | 4 | 5 | 6 | 7 | 8
VIM-2 inh | 1.1 | -1.7 | -0.6 | -4.1 | -1.4 | -1.0 | -6.2 | -1.0
IMP-1 inh | -0.8 | -5.5 | -0.9 | -2.3 | -1.0 | -2.4 | -3.5 | -1.4
GPR7 antag | -4 | -12 | -1 | 7 | 0 | -16 | -8 | 1
NALP1 yeast inh | 19 | 8 | 28 | -19 | 0 | -4 | 0 | 14
pCIP destab | -9 | -4 | -4 | -3 | -10 | -23 | 2 | -11
M18AAP inhibitor | -2 | -12 | -13 | 6 | 3 | -5 | 7 | -2
IDE cell inh | 0 | 3 | 0 | 7 | 6 | 1 | 10 | -3
PHOSPHO1 block | 25 | -4 | 29 | 38 | 40 | 27 | 15 | -11
IDE cell activ | -2 | 6 | 0 | 0 | -6 | 4 | -1 | -1

9. Cc1ccc(C)c(N2CCN(C(=O)c3ccc(CS(=O)Cc4ccc(Cl)cc4)o3)CC2)c1 (stereo unspecified)
10. CCOC(=O)Cc1csc(NC(=O)COc2ccc(N(C)S(=O)(=O)c3cccs3)cc2)n1
11. CCN(C(=S)Nc1cccnc1)c1cccc2ccccc12
12. O=C(CSc1nnc(-c2ccncc2)o1)N1CCCC1
13. CC(On1nnc2ccccc21)C(=O)N1CCN(Cc2ccccc2)CC1 (stereo unspecified)
14. O=C(NNC(=S)NC(=O)c1ccccc1)c1ccc(O)cc1
15. CN(CC(=O)Nc1ccccc1C(=O)N1CCCC1)S(=O)(=O)c1ccc(Br)cc1
16. CN(CCOC(=O)/C=C/c1ccco1)Cc1ccccc1
entry no. | 9 | 10 | 11 | 12 | 13 | 14 | 15 | 16
VIM-2 inh | 1.3 | -0.7 | 0.3 | 3.3 | -4.3 | -3.0 | -3.0 | -3.7
IMP-1 inh | -1.1 | -1.0 | 0.6 | -1.7 | -4.2 | -3.6 | -3.8 | -1.2
GPR7 antag | 1 | 13 | 1 | 13 | -5 | -4 | 4 | -4
NALP1 yeast inh | 31 | 2 | 0 | -13 | 8 | -1 | 9 | -8
pCIP destab | 4 | 6 | 17 | 2 | 2 | 0 | -12 | -3
M18AAP inhibitor | -15 | -2 | 0 | -4 | 1 | 19 | -6 | -10
IDE cell inh | -1 | 1 | -2 | -3 | 3 | 4 | -3 | 8
PHOSPHO1 block | 50 | 3 | 25 | 0 | 80* | -106 | 4 | 14
IDE cell activ | 6 | -1 | 3 | 2 | 4 | -2 | -7 | 0

17. COC(=O)C(CO)NC(=O)C(C)NC(=O)CNC(=O)OCc1ccccc1 (stereo unspecified)
18. CNC(=O)c1nc(C)n(-c2cc(Cl)cc(Cl)c2)n1
19. CCOc1cc(/C=N/NC(=O)c2ccccn2)ccc1OC(=O)c1ccc(F)cc1
20. CCOC(=O)N1CCC(NC(=O)CCN2C(=O)COc3ccccc32)CC1
21. O=C(O)C1CCN(C(=O)NC2CCCCC2)CC1
22. COc1cccc(/C=C2\SC(=S)N(NS(=O)(=O)c3ccc(C)cc3)C2=O)c1OC
23. CCc1nnc(NC(=O)c2cc(-c3ccncc3)nc3ccccc23)s1
24. Cc1ccc(NC(=O)CSC2=NN3CCCC(=O)N=C3S2)c(C)c1
entry no. | 17 | 18 | 19 | 20 | 21 | 22 | 23 | 24
VIM-2 inh | -0.8 | -1.0 | -5.3 | -1.3 | -0.6 | -4.3 | -4.6 | 0.5
IMP-1 inh | -0.1 | -1.7 | -4.4 | -2.3 | -2.5 | -1.0 | -2.6 | -1.1
GPR7 antag | -3 | 1 | -18 | 12 | -6 | -3 | -10 | 6
NALP1 yeast inh | 0 | 25 | -5 | 12 | 14 | 0 | 10 | 15
pCIP destab | 4 | -4 | -1 | -10 | -2 | -2 | 1 | 3
M18AAP inhibitor | -5 | 0 | 3 | 0 | 2 | 3 | 5 | -1
IDE cell inh | 1 | 3 | -7 | 2 | 4 | 2 | 4 | -4
PHOSPHO1 block | 2 | -15 | 25 | 0 | -18 | · | 45 | 36
IDE cell activ | 3 | -3 | 0 | -5 | -7 | 5 | 5 | -2

25. CC1CCCN(C(=O)c2ccc3c(c2NCCO)C(=O)c2ccccc2C3=O)C1 (stereo unspecified)
26. CCOC(=O)c1sc(NC(=O)CN2CC(C)OC(C)C2)nc1C (stereo unspecified)
27. O=C(O)CCN1C(=O)c2ccc(NC(=O)CSc3ccccc3)cc2C1=O
28. OC(COc1ccccc1Br)CN1CCNCC1 (stereo unspecified)
29. CCOc1cc2c(cc1OC)C(NC(=O)C(F)(F)F)CC2=O (stereo unspecified)
30. CC(SCc1ccccc1)C(=O)NC1CCCC1 (stereo unspecified)
31. CC(C)(C)n1nnnc1C(c1cccnc1)N1CCOCC1 (stereo unspecified)
32. COc1ccc(C(C)=O)cc1COc1ncnc2ccccc12
entry no. | 25 | 26 | 27 | 28 | 29 | 30 | 31 | 32
VIM-2 inh | 1.8 | 0.0 | 2.7 | -2.2 | 0.9 | -2.0 | -1.1 | -3.1
IMP-1 inh | -5.5 | -2.5 | 0.9 | -4.0 | -0.3 | -3.7 | 1.0 | -3.0
GPR7 antag | 7 | 23 | 4 | -14 | -7 | 0 | -7 | 7
NALP1 yeast inh | 0 | 8 | 10 | 3 | 38 | 6 | 0 | 1
pCIP destab | -2 | -1 | -10 | 12 | -6 | 4 | -2 | -33
M18AAP inhibitor | 0 | 13 | 1 | 3 | 2 | 7 | -5 | -9
IDE cell inh | -4 | 7 | 5 | · | 1 | 5 | 0 | -6
PHOSPHO1 block | 16 | -21 | -4 | 24 | 22 | 16 | 9 | 10
IDE cell activ | 4 | 1 | -1 | 3 | 3 | 2 | -5 | 4

Three compounds from above, sorted by formula weight, falling:
25. CC1CCCN(C(=O)c2ccc3c(c2NCCO)C(=O)c2ccccc2C3=O)C1 (stereo unspecified)
26. CCOC(=O)c1sc(NC(=O)CN2CC(C)OC(C)C2)nc1C (stereo unspecified)
31. CC(C)(C)n1nnnc1C(c1cccnc1)N1CCOCC1 (stereo unspecified)
entry no. | 25 | 26 | 31
VIM-2 inh | 1.8 | 0.0 | -1.1
IMP-1 inh | -5.5 | -2.5 | 1.0
GPR7 antag | 7 | 23 | -7
NALP1 yeast inh | 0 | 8 | 0
pCIP destab | -2 | -1 | -2
M18AAP inhibitor | 0 | 13 | -5
IDE cell inh | -4 | 7 | 0
PHOSPHO1 block | 16 | -21 | 9
IDE cell activ | 4 | 1 | -5

The list continues.
33. O=C(c1ccco1)n1nc(-c2ccc(Cl)cc2)nc1NCc1ccco1
34. CCOC(=O)N1CCN(C(=O)CSc2ccccc2)CC1
35. C=CCn1c(SCC(=O)Nc2nncs2)nnc1-c1ccco1
36. S=c1[nH]nc(C2CCCCC2)n1/N=C/c1ccc(Cl)cc1
37. O=C(O)c1ccc(N2C(=O)CC(N3CCN(c4cccc(Cl)c4)CC3)C2=O)cc1 (stereo unspecified)
38. O=c1oc(Nc2ccc(F)cc2)nc2ccccc12
39. Cc1ccc(/C=N/NC(=O)C2CC(=O)N(c3ccccc3)C2)s1 (stereo unspecified)
40. Cc1cc(C)cc(NC(=O)N2CCC(C(=O)c3ccc(F)cc3)CC2)c1
entry no. | 33 | 34 | 35 | 36 | 37 | 38 | 39 | 40
VIM-2 inh | -1.7 | -1.2 | 0.7 | -2.7 | -1.0 | -0.8 | -1.0 | -1.9
IMP-1 inh | -1.8 | -2.1 | -1.2 | -1.7 | -1.2 | -0.4 | -3.7 | -3.6
GPR7 antag | -3 | 1 | -5 | -12 | -19 | -12 | 7 | -11
NALP1 yeast inh | · | 4 | 14 | 4 | 1 | 2 | 32 | 3
pCIP destab | 12 | -3 | -8 | 2 | -7 | -4 | -2 | 1
M18AAP inhibitor | -5 | -5 | 13 | 9 | -6 | 0 | -3 | -10
IDE cell inh | 5 | -9 | -4 | 5 | 4 | 5 | -5 | 2
PHOSPHO1 block | -6 | -5 | -74 | -117 | 24 | 24 | 3 | 38
IDE cell activ | 4 | -6 | 0 | -4 | 2 | 5 | -4 | 12

41. CCOc1c(Br)cc(/C=N\NC(=O)c2ccccc2)cc1OC
42. CC1CC(C)(C)CC2(C1)NC(=O)N(CC(=O)Nc1ccc(N3CCCCC3)cc1)C2=O (stereo unspecified)
43. COc1ccc(NC(=S)NC(=O)Cc2ccccc2)c(OC)c1
44. C=CCOc1ccc(C(=O)n2cc(C(=O)OC)c3ccccc32)cc1
45. C=CCc1c(OC)ccc2ccc(=O)oc12
46. CCOc1ccc(NC(=O)CSc2nc3c(c(=O)n2-c2ccccc2OC)SCC3)cc1
47. Cc1ccccc1CN1C(=O)Nc2ccccc2C(=O)N1C(C)(C)C
48. O=C(CCC(=O)OCc1ccc(C(=O)Oc2ccccc2)cc1)Nc1cccc2ccccc12
entry no. | 41 | 42 | 43 | 44 | 45 | 46 | 47 | 48
VIM-2 inh | -3.7 | 1.0 | -2.0 | -0.1 | 2.4 | · | -1.9 | -8.3
IMP-1 inh | -2.6 | -1.9 | 0.7 | -2.2 | -3.1 | · | -4.3 | -3.8
GPR7 antag | -7 | -19 | -4 | -19 | -4 | · | -9 | -10
NALP1 yeast inh | 12 | 2 | 14 | 23 | 4 | · | 3 | -4
pCIP destab | -5 | -21 | -8 | -3 | 0 | 0 | -7 | 5
M18AAP inhibitor | 2 | -2 | -1 | 4 | 0 | · | -1 | 4
IDE cell inh | 6 | -3 | 1 | 2 | 7 | 10 | 0 | 4
PHOSPHO1 block | -6 | 27 | 8 | 9 | 30 | 13 | -11 | 0
IDE cell activ | 6 | 4 | 0 | 1 | 0 | -2 | 7 | -2

49. O=S(=O)(NCCOc1ccc(F)cc1)c1ccc2c(c1)OCCO2
50. CCCOc1ccc(C(C)=O)cc1CSCCC#N
51. Cc1ccc(C)c(S(=O)(=O)Nc2ccc(O)c(Sc3ncn[nH]3)c2)c1
52. CCN1C/C(=C\c2cccc([N+](=O)[O-])c2)C(=O)/C(=C/c2cccc([N+](=O)[O-])c2)C1
entry no. | 49 | 50 | 51 | 52
VIM-2 inh | -3.8 | -1.3 | -3.4 | -2.7
IMP-1 inh | -2.6 | -2.8 | -2.0 | -2.6
GPR7 antag | -10 | -3 | -10 | 0
NALP1 yeast inh | 11 | -92 | · | 31
pCIP destab | -4 | -24 | -5 | -9
M18AAP inhibitor | -9 | -6 | 39* | 4
IDE cell inh | -3 | 6 | 0 | ·
PHOSPHO1 block | 14 | 9 | 22 | -2
IDE cell activ | 4 | -1 | 5 | 3

Source: PubChem
